Screens as filed in PubChem BioAssay.
EPAC1 agonist – qHTS for Agonist of cAMP-regulated guanine nucleotide exchange factor 3 (EPAC1): primary screen; hit rate 0.073% among 360,000; Potency, µM (top dose mostly 154 µM), for the others: at the top dose activation, most hits filed as activators; EPAC1 agonist qHTS, biochemical assay; response scale: 100% = response to 6.5 mM cAMP; also: potency is read from the fitted curve at half-maximal effect; nearly all actives have a fitted effect of over 60% in size
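Multi-concentration qHTS readout: loss of Rap1B-bound BODIPY-GDP fluorescence driven by 100 nM EPAC1 with excess GDP (50 uM), monitored kinetically at room temperature; agonist response expressed relative to 6.5 mM cAMP.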
PI5P4Ka inh – qHTS for Inhibitors of phosphatidylinositol 5-phosphate 4-kinase (PI5P4K). Phosphatidylinositol 5-phosphate 4-kinase type-2 alpha (Homo sapiens), P48426. PI5P4Kalpha enzyme, ADP-Glo luminescence, 60 min; active compounds read low. max response, %. hit rate 1.2% among 330,000. AID 652105, 2013; active = max response of -50% or lower; inconclusive = between -30% and -50%; inactive = -30% or higher; also: value at the top dose of about 77 µM; % is scaled to controls: 0 for no effect and ±100 for the full control effect
Target sequence (P48426 whole entry, looked up): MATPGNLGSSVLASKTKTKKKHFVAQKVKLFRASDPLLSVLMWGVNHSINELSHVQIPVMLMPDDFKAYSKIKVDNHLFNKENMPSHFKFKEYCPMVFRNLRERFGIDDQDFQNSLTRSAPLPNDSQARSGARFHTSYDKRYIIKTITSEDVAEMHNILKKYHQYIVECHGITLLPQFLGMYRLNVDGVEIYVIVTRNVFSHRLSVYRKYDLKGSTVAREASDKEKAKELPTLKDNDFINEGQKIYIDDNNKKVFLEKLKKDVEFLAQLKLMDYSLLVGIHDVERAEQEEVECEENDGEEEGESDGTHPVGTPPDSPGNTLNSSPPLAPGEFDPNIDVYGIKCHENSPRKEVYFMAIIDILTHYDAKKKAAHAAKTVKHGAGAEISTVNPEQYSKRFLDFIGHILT
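Controls without substrate or without enzyme flank wells where PI5P4Kalpha converts substrate using 5 microM ATP (final). Incubation lasts 60 minutes at room temperature; ADP formed is read by ADP-Glo luminescence.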
Abeta rescue – qHTS for compounds that reverse cellular toxicity of Amyloid beta (A-beta) peptide in yeast: Primary Screen | yeast expressing A-beta42, growth rescue, OD600, 48 h; response scale: 0% DMSO, 100% iron-clioquinol control | Potency, µM (doses to about 46.1 µM), inactives show at the highest dose growth rescue, usual class: activators | hit rate 0.063% among 410,000 | AID 1347071, 2019; also: potency is read from the fitted curve at half-maximal effect; nearly all actives have a fitted effect of over 55% in size
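Yeast growth medium received pinned compounds, then yeast cells expressing toxic A-beta were added; plates incubated at 30 C for 48 hr. Growth read as absorbance at 600 nm, normalized to DMSO and equimolar FeCl3 plus clioquinol controls.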
FUS yeast rescue – qHTS for Suppressors of FUS Proteinopathy: Primary screen using FUS-linked yeast assay | S. cerevisiae FUS-expressing, growth rescue, OD600, 24 h | Potency, µM (highest dose often 76.6 µM), for inactives: top-dose growth rescue (activation), hits mostly activators | hit rate 0.24% among 390,000;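 also: potency is read from the fitted curve at half-maximal effect; plate controls were DMSO vehicle for no effect and reference control for full effect; nearly all actives have a fitted effect of over 55% in size; some results filed as inactive show a strong effect at the top dose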
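Steps: raffinose overnight preculture; dilution to OD 0.005 in 2% galactose minimal medium; compound addition (concentration series); 24hr at 30C, 99% humidity; absorbance read at 600 nm.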
aSyn yeast inh – qHTS of alpha-syn Inhibitors; AID 652106, 2013; hit rate 0.14% among 370,000; Yeast expressing alpha-synuclein, growth rescue, BacTiter-Glo, 24 h; Potency, µM (titrated, usually from 46.1 µM), without a hit: at the top dose growth rescue (activation), most hits filed as activators; also: potency is read from the fitted curve at half-maximal effect; % of control where 0% means no effect; nearly all actives have a fitted effect of over 65% in size
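Rescue of yeast growth: cells expressing toxic alpha-synuclein, induced in galactose at OD600 0.02, incubated with compound 24 h at 30 C. ATP luminescence quantified growth; inhibitors of toxicity appear as activators.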
WRN inhibitor – qHTS for Inhibitors of WRN Helicase | Bifunctional 3'-5' exonuclease/ATP-dependent helicase WRN (Homo sapiens), Q14191 | WRN helicase unwinding, fluorescent forked duplex, kinetic | Potency, µM (titrated, usually from 114 µM), without a hit: at the top dose activity change, negative = inhibition, actives largely listed as inhibitors | hit rate 0.46% among 360,000; also: potency is read from the fitted curve at half-maximal effect; % is scaled to controls: 0 for no effect and ±100 for the full control effect; nearly all actives have a fitted effect of over 55% in size
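Primary qHTS, 1536-well format. 20 nM WRN + compound, 15 min RT; start with 100 nM forked fluorophore/quencher duplex, 2 mM ATP (final); kinetic read ex 525/em 598 nm.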
EPAC1 antagonist – qHTS for Antagonist of cAMP-regulated guanine nucleotide exchange factor 3 (EPAC1): primary screen | Rap guanine nucleotide exchange factor 3 (Homo sapiens), O95398 | hit rate 0.14% among 360,000 | EPAC1 GEF assay, Rap1b-BODIPY-GDP exchange fluorescence | Potency, µM (titrated, usually from 115 µM), for inactives: at the highest dose activity change, negative = inhibition, most hits filed as inhibitors;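 also: potency is read from the fitted curve at half-maximal effect; plate controls were vehicle for no effect and positive control for full effect; nearly all actives have a fitted effect of over 50% in size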
PLK1 PBD block – qHTS for Inhibitors of PLK1-PDB (polo-like kinase 1 - polo-box domain): Primary Screen. Potency, µM, for the others: max response, negative = inhibition, hits mostly inhibitors. Plk1 PBD binding of FITC phosphopeptide, fluorescence polarization. Serine/threonine-protein kinase PLK1 (Homo sapiens), P53350. hit rate 2.8% among 360,000; also: potency is read from the fitted curve at half-maximal effect; series mostly up to about 57 µM; % is scaled to controls: 0 for no effect and ±100 for the full control effect; nearly all actives have a fitted effect of over 65% in size
Target sequence (P53350 whole entry, looked up, the tested form may be a part): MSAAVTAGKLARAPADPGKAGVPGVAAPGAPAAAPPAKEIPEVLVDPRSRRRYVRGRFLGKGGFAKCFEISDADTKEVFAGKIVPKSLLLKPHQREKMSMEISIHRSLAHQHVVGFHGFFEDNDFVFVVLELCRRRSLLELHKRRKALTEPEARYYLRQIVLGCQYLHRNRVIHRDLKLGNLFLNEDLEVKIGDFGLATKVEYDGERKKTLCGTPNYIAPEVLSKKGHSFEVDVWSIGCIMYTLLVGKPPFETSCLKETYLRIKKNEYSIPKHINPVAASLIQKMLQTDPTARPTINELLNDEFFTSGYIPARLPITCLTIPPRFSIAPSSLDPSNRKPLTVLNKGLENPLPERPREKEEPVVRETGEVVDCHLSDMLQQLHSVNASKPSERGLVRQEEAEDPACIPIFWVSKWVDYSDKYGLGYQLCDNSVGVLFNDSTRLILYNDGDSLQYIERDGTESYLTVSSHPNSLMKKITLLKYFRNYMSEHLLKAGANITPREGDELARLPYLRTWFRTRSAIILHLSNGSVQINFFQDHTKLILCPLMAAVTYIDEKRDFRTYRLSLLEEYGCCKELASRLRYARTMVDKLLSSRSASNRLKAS
IL2 activator – qHTS of IL-2 Activators; IL-2 activation reporter assay, cell-based qHTS; stimulated with anti-CD3/CD4/CD28 beads; in transgenic mouse T cells; hit rate 0.065% among 360,000; activation, % (series mostly up to about 46 µM); in the data active = activation above about 50%; inconclusive = mostly about 30% to 49%; also: 0% is about no effect
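First, unstimulated transgenic mouse T cells were exposed to compound for 60 min. Next, anti-CD3/anti-CD4-coated beads with anti-CD28 were added. Finally, after 18 h at 37 degrees C, EGFP and DsRed were imaged.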
* marks the source's active call; other numbers are inactive results; ? = inconclusive; . = no result given; [ ] = another dose, or the depositor's remark. Unless noted, calls follow the shape of the dose curve; as a rule, active = well fitted curve in the direction sought with a large enough effect; inconclusive = small, poorly fitted or top-dose-only effect, or another doubt; inactive = no such curve, though single readings can be large; an effect the other way counts as inactive or inconclusive.

SMILES	EPAC1 agonist	PI5P4Ka inh	Abeta rescue	FUS yeast rescue	aSyn yeast inh	WRN inhibitor	EPAC1 antagonist	PLK1 PBD block	IL2 activator
COc1cccc(NC(=O)c2cc(=O)c3ccccc3o2)c1	0%	-4	-7%	-1%	-6%	4%	?	-8%	0.1
O=S1(=O)N[C@H](c2ccccc2)C[C@H](c2ccc(C(F)(F)F)cc2)O1	2%	-1	-8%	-9%	7%	-11%	-24%	-20%	0.5
CN(C)S(=O)(=O)c1ccc(C(=O)Nc2nnc(SCc3cccc4ccccc34)s2)cc1	19%	-15	14%	32%	-7%	-17%	9%	-16%	6.4
Cn1nc(C(F)(F)F)c(/C=N/OC(=O)c2ccccc2)c1SCc1ccc(Cl)cc1	3%	10	1%	2%	1%	11%	16%	2%	-1.2
Cc1nn(-c2cccc(Cl)c2)c2nc(-c3ccncc3)cc(C(=O)N3CCOCC3)c12	-1%	17	-16%	2%	?	-2%	8%	0%	0.1
O=C(CC1C(=O)NCCN1CC1CCCCC1)NCc1cccc(F)c1F (configuration not stated)	8%	-7	9%	19%	9%	1%	0%	-18%	0.3
O=C(O)c1cccc(NS(=O)(=O)c2ccc(S(=O)(=O)N3CCOCC3)cc2)c1	6%	-1	-5%	7%	-2%	-1%	5%	0%	0.5
CC(Oc1ccc(Cl)cc1Cl)C(=O)Nc1ncccn1 (configuration not stated)	-7%	5	1%	12%	-3%	1%[57.1 µM]	-8%	-6%	-1.8
O=C(CCC(=O)N/N=C/c1ccc(Br)s1)NCc1ccccc1	-2%	-4	10%	-2%	6%	-14%[57.1 µM]	1%	1%	-1.7
COC(=O)C(Cc1ccc(OC(=O)c2ccc(Cl)cc2)cc1)N1Cc2ccccc2C1=O (configuration not stated)	16%	2	4%	22%	-7%	-11%	-22%	1%	1.2
CC(C)CNC(=O)C1CCN(CC2CCCCC2)CC1	-3%	1	3%	5%	-2%	11%	2%	4%	-0.6
Cc1cc(C)c2c(N=CN(C)C)c(C(=O)N3CCN(c4ncccn4)CC3)sc2n1	4%	1	7%	-6%	3%	-6%	0%	-2%	-1.4
CCN(c1ccccc1)S(=O)(=O)c1ccc(OC)c(NC(=O)c2cc(Cl)ccn2)c1	11%	0	2%	-5%	0%	1%	12%	-5%	-1.4
NC1=NC(c2ccccc2)=NC1(NC(=O)c1ccccc1)C(Cl)Cl (configuration not stated)	4%	-1	-12%	-14%	-4%	0%	-11%	-1%	-0.5
COc1ccc(CN(C)CC(=O)Nc2sc3c(c2C#N)CCC3)cc1OC	4%	4	14%	-1%	5%	-6%	0%	-1%	-0.6
COc1ccc(Cl)cc1NC(=O)C/C(C)=N/NC(=O)Cc1ccccc1	2%	1	-22%	6%	-1%	-4%	-8%	5%	5.6
O=c1c2ccccc2on1-c1ccccc1	8%	-2	7%	-8%	8%	3%	6%	2%	-0.9
COc1ccc(NC(=O)CN(c2ccccc2)S(=O)(=O)c2ccccc2)c(OC)c1	7%	2	3%	28%	4%	-9%	-26%	-5%	1.6
CCOc1ccccc1CN1CCNC(=O)C1CC(=O)NCCCn1cccn1 (configuration not stated)	-9%	0	1%	-6%	-5%	6%	27%	-5%	-2.8
NC(=O)C1CCN(c2ncnc3c(-c4ccccc4)nsc23)CC1	-4%	0	3%	1%	1%	-5%	12%	-2%	2.9
Cc1nc2nc(-c3cccnc3)nn2c(C)c1Cl	-3%	2	-3%	15%	-6%	-2%	7%	-3%	-1.6
N#CCSc1nc2ccccc2c2nc3ccccc3n12	5%	-6	-3%	7%	4%	-5%	-5%	-10%	1.0
CCN(CC)S(=O)(=O)c1ccc(OCC(=O)NC(=O)Cc2ccccc2)c([N+](=O)[O-])c1	4%	0	?	14%	-17%	7%	-27%	-10%	-1.6
O=C(Nc1ccccc1C(=O)N1CCCCCC1)c1cccc([N+](=O)[O-])c1	-23%	6	5%	11%	1%	-26%	-4%	-16%	-0.6
O=C(CSC(=S)N1CCOCC1)c1cc2ccccc2oc1=O	8%	1	10%	30%	5%	-8%	11%	-21%	-4.5
CC(C)NS(=O)(=O)c1ccc(OCC(=O)NC(C)c2ccccc2)cc1 (configuration not stated)	-6%	-3	-15%	3%	1%	-2%	-14%	-3%	0.6
O=S(=O)(NCCN1CCOCC1)c1cccs1	1%	2	3%	-10%	2%	-18%	4%	2%	-2.1
Cc1ccc(C#N)c(SCc2cc3c(cc2Cl)OCO3)n1	7%	.	1%	3%	-7%	-12%	-8%	-20%	-1.3
Cc1csc(C(C#N)C(=O)c2ccc(S(=O)(=O)N3CCCC3)cc2)n1 (configuration not stated)	1%	.	11%	20%	10%	-18%	-19%	-16%	-3.1
C/C(CC1CC(C)(C)OC1=O)=N/Nc1nc(-c2ccccc2)cs1 (configuration not stated)	-6%	-10	-13%	33%	6%	6%	-4%	-30%	-2.9
CCOc1ccc(NC(=O)c2ccc(CN3CCc4ccccc4C3)cc2)cc1	5%	0	-15%	-29%	0%	4%	-7%	-7%	-2.5
O=C1CC(N2CCN(c3ccccc3)CC2)C(=O)N1Cc1ccc(Cl)cc1 (configuration not stated)	-11%	-19	-4%	21%	2%	1%	2%	-15%	-0.3
Fc1ccc(Cc2nnc(-c3cccs3)o2)cc1	-10%	4	-11%	-22%	-5%	1%	-15%	-2%	-2.0
Cc1ccccc1OCCOCCN1CCCCCC1	6%	-1	-9%	4%	-6%	0%	-4%	1%	-2.1
O=C(Cn1c2c(c(=O)n3ncnc13)CCC2)N/N=C/c1cccs1	-13%	2	5%	6%	26%	14%	19%	-4%	0.1
C#CC(c1ccccc1)(c1ccccc1)n1ccnc1	10%	3	-61%[inhibitor]	-3%	6%	-9%	23%	2%	-2.9
Cc1cc(C)n(-c2ccc(C(=O)Nc3sccc3C(N)=O)cc2)n1	0%	74	3%	31%	-5%	-17%	-6%	-5%	0.6
Cc1ccc(C(=O)COC(=O)CN2C(=O)C3CC=CCC3C2=O)cc1C (configuration not stated)	-10%	-1	6%	-3%	0%	9%	-13%	-4%	-1.5
COc1ccc(NC(=S)NNC(=O)c2cccnc2)cc1OC	-1%	-2	4%	-1%	-6%	-5%	-8%	-9%	0.0
O=C(Cc1nn[nH]n1)NCc1ccccc1Cl	-12%	-8	13%	-8%	0%	-3%	6%	2%	2.7

Compound profiles, from the list above. Order of values: EPAC1 agonist | PI5P4Ka inh | Abeta rescue | FUS yeast rescue | aSyn yeast inh | WRN inhibitor | EPAC1 antagonist | PLK1 PBD block | IL2 activator
CCOc1ccc(NC(=O)c2ccc(CN3CCc4ccccc4C3)cc2)cc1 is listed with 5% | 0 | -15% | -29% | 0% | 4% | -7% | -7% | -2.5
C/C(CC1CC(C)(C)OC1=O)=N/Nc1nc(-c2ccccc2)cs1 (configuration not stated) is listed with -6% | -10 | -13% | 33% | 6% | 6% | -4% | -30% | -2.9
Fc1ccc(Cc2nnc(-c3cccs3)o2)cc1 is listed with -10% | 4 | -11% | -22% | -5% | 1% | -15% | -2% | -2.0

Remaining list, next part:
SMILES	EPAC1 agonist	PI5P4Ka inh	Abeta rescue	FUS yeast rescue	aSyn yeast inh	WRN inhibitor	EPAC1 antagonist	PLK1 PBD block	IL2 activator
O=C(NCc1ccc(F)cc1)c1cc2c(s1)CCCC2	15%	.	8%	19%	7%	-9%	3%	1%	-1.7
O=C1CC(N2CCN(S(=O)(=O)c3ccccc3F)CC2)C(=O)N1c1ccc(F)cc1F (configuration not stated)	3%	0	15%	13%	19%	9%	8%	-7%	0.4
Cn1c(=NCC(O)COc2ccccc2)sc2ccccc21 (configuration not stated)	2%	2	-6%	32%	-27%	3%	1%	-13%	0.5
COc1cc(C)c(NC(=S)Nc2ccc(C)c(Cl)c2)cc1OC	-3%	-3	-12%	12%	-16%	-2%	-8%	?	-2.6
CC1CCN(C(=S)c2ccc(-c3ccc(Cl)cc3Cl)o2)CC1	-18%	-10	9%	8%	-12%	?	-2%	21µM*	-0.8
COC(=O)c1c(NC(=O)COC(=O)CC(NC(C)=O)c2ccccc2)sc(C)c1C (configuration not stated)	11%	-3	-1%	2%	-4%	10%	17%	-9%	1.1
CC(=O)N/C(=C/c1ccccc1)C(=O)NC(Cc1ccccc1)C(=O)O (configuration not stated)	2%	-1	-3%	-1%	1%	-17%[57.1 µM]	31%[activator]	6%	0.0
C[C@@H](NC(=O)c1ncn2c1C(=O)NC[C@@H]2C)c1ccccc1	-15%	0	-6%	-12%	-7%	-1%	10%	0%	-1.8
O=C1CN(C(=O)/C=C/c2ccc(Cl)cc2Cl)CCN1	5%	-1	-24%	-21%	3%	1%	0%	3%	-1.7
CCOC(=O)c1sc(C)c2c(=O)n(CC(=O)c3ccc(Br)cc3)nnc12	8%	3	-37%[inhibitor]	-18%	-9%	3%	-4%	-6%	-2.4
Cc1cc(C)n2c(SCCO)nnc2n1	9%	-1	-5%	-11%	8%	0%	-2%	-6%	0.1
Cc1ccc(O)c(C(CC(=O)NC(C)C)c2ccccc2)c1 (configuration not stated)	7%	-1	0%	-48%	-5%	-10%	-9%	-7%	-0.4
Cc1ccc2cc(COC(=O)c3ccncc3)c(=O)[nH]c2c1	7%	-13	0%	33%	-5%	2%	0%	-17%	-1.4
CC(C)c1ccc(NC(=O)c2cc3c(=O)n(C)c4ccccc4c3n2C)cc1	-4%	-4	-13%	8%	-1%	-10%	-4%	-4%	-1.7
O=C(Nc1nnc(-c2ccccc2Cl)o1)c1cccnc1	7%	.	-1%	52%	0%	-4%	-1%	-12%	-2.0
